Compound activity from PubChem BioAssay.
Fam108B inh: blocks mouse Fam108B hydrolase in RBBP9 counter-screen; 300,000 tested, 0.33% active; recombinant Fam108B, FP-Rh probe fluorescence polarization; inhibition, % at 9.51 µM;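 active means inhibition above the screen mean inhibition plus 3 SD, computed separately per campaign, cut at about 18% in these data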;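 further: inhibitors lower polarization as less probe binds the enzyme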
pPAFAH inh: inhibitors of human plasma PAF acetylhydrolase (pPAFAH). AID 463082. 330,000 tested, 1.5% active. inhibition, % at 3.39 µM. Q13093. recombinant pPAFAH, FP-rhodamine probe fluorescence polarization;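 active means inhibition above the mean inhibition across the screen plus 3 SD, cut at about 25% in these data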;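 further: inhibitors block binding of the rhodamine activity-based probe so polarization drops; 0% = enzyme with DMSO and 100% = wells lacking pPAFAH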
MCL1-BIM inh: inhibitors of human MCL1 binding to BIM-BH3 peptide; Q07820; GST-MCL1 / FITC-Bim-BH3 fluorescence polarization; inhibition, % at 10.9 µM; 320,000 tested, 0.68% active;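 active means inhibition above the mean inhibition of all tested compounds plus 3 SD, set per campaign, cut at about 40% in these data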;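 further: 0% = DMSO wells and 100% = unlabeled Bim-BH3 peptide control; higher means more loss of mP so more displacement of Bim peptide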
AHR act: activators of human aryl hydrocarbon receptor; AHR-responsive luciferase reporter cells, luminescence; P35869; activation, % at 5 µM; 320,000 tested, 2.5% active; in the data active means activation above about 47%;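 further: 0% = vehicle wells and 100% = reference agonist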
BCLXL inh: Bcl-xL (human) inhibition; Q07817; GST-Bcl-xL / FITC-Bim BH3 peptide fluorescence polarization; inhibition, % at 10.9 µM; 320,000 tested, 0.7% active; AID 2129;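 active means inhibition above the mean of all tested compounds plus 3 SD, cutoff set per campaign, cut at about 30% in these data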;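 further: 0% = DMSO wells and 100% = unlabeled Bim-BH3 peptide competitor; inhibitors lower millipolarization by displacing the labeled peptide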
Target sequence (Q07817 whole entry, looked up): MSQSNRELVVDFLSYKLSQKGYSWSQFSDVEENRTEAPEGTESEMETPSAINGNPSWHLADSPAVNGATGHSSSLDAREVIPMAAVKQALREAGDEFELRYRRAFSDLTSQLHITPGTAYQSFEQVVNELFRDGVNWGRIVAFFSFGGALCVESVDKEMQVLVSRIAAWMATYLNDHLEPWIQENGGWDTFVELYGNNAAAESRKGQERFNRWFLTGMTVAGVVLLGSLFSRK
MEX-5 binding: C. elegans MEX-5 TCR-2 RNA binding activity | Q9XUB2 | MEX-5/FITC-TCR2 RNA binding, fluorescence polarization; active compounds read low | activity score (negative = inhibition of binding), % at 10 µM | 300,000 tested, 0.38% active;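 active means inhibition past about -25% in most replicates, and total fluorescence under double the plate's negative control median, limit read from the data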;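 further: 0% = DMSO and -100% = 5 µM competing unlabeled TCR2 RNA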
GLD-1 RNA inh: GLD-1-TGE RNA interaction inhibition (C. elegans). Q17339. purified GLD-1 + fluorescein TGE RNA, fluorescence polarization. inhibition, % at 5.96 µM. 320,000 tested, 0.44% active. AID 2280;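 active means percent inhibition above a per-plate cutoff, the plate mean of test compounds plus 3 SD, cut at about 30% in these data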;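 further: 0% = DMSO wells with GLD-1 and probe and 100% = wells lacking GLD-1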
PAFAH1B2 inh: PAFAH1B2 (human) inhibition | inhibition, % at 3.39 µM | 340,000 tested, 1.2% active | P68402 | recombinant PAFAH1B2, FP-rhodamine activity probe, fluorescence polarization;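 active means inhibition above the mean of all tested compounds plus 3 SD, cut at about 24% in these data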;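 further: 0% = enzyme with DMSO and 100% = wells lacking PAFAH1B2; many of its hits are not listed in these tables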
Target sequence (P68402 whole entry, looked up): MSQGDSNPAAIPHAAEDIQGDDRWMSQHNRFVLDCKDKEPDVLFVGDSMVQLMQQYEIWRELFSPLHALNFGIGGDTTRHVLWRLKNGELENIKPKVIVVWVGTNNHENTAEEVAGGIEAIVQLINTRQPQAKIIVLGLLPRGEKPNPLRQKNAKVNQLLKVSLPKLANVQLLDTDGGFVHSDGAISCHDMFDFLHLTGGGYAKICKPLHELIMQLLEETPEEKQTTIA
PME-1 inh: blocks human protein phosphatase methylesterase 1. recombinant PME-1, FP-Rh probe fluorescence polarization. Q9Y570. 320,000 tested, 0.53% active. inhibition, % at 5.9 µM. AID 2130;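 active means inhibition above the campaign mean of all compounds plus 3 SD, cut at about 26% in these data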;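 further: competitive labeling of PME-1 active site by serine hydrolase directed probe; 0% = PME-1 with DMSO and 100% = wells lacking PME-1 enzyme; inhibitors block probe labeling so polarization falls and inhibition rises; many of its hits are not listed in these tables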
Target sequence (Q9Y570 whole entry, looked up): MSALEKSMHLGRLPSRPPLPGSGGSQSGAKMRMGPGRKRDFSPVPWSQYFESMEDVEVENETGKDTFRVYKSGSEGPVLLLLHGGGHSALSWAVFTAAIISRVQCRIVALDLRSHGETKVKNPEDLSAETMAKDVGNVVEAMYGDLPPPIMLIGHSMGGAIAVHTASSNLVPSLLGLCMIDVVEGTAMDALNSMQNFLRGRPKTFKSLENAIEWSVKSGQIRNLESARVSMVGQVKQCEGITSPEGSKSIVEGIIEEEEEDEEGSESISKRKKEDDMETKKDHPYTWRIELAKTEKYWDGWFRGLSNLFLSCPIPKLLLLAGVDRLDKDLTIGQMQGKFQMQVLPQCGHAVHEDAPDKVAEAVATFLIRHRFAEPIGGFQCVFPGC
* = called active by the depositor; x = not tested or not shown. Some of the compounds tested (hit frequency here may not be typical).

SMILES	Fam108B inh	pPAFAH inh	MCL1-BIM inh	AHR act	BCLXL inh	MEX-5 binding	GLD-1 RNA inh	PAFAH1B2 inh	PME-1 inh
O=C(C[C@@H]1C/C=C\CC[C@H](Cc2ccc(F)cc2)C(=O)OC[C@@H](Cc2ccccc2)NC1=O)NCCO	x	3	x	-1	x	x	4	10	x
Cc1ccc(S(=O)(=O)N2CCC(C(=O)OCC(=O)N3CC(=O)Nc4ccccc43)CC2)cc1	0	3	0	2	2	0.5	7	9	3
O=C(C[C@@H]1C/C=C\CC[C@@H](Cc2ccc(F)cc2)C(=O)OC[C@@H](Cc2ccccc2)NC1=O)NCCO	x	11	x	-1	x	x	5	21	x
COc1ccc(C2=NOC(C(=O)N3CCN(c4ccccc4OC)CC3)C2)cc1 (stereo unspecified)	0	16	1	-5	4	-4.6	-2	8	-2
Cc1nc2nc(C)c(CCC(=O)N3CCN(c4ccccn4)CC3)c(C)n2n1	-1	-3	-7	-1	-3	-1.5	7	2	0
CN(CC(=O)Nc1c(Cl)cccc1Cl)C(=O)C1CCN(C(=O)Nc2ccccc2)CC1	-3	0	1	0	1	-5.1	5	-1	0
CC(C)(C)c1nnc2sc(SCC(=O)c3cccs3)nn2c1=O	2	11	-52	7	-29	1.0	-24	0	1
O=C(NNC(=S)Nc1ccc(F)c(Cl)c1)C1CC1	1	4	4	0	1	-3.2	3	0	0
CC(=O)Nc1cccc(NC(=O)CSc2nc3c(c(=O)n(C)c(=O)n3C)n2C)c1	5	-3	0	1	2	-0.1	-5	8	-1
FC(F)(F)c1cc(-c2cccs2)nc2cc(-c3cccs3)nn12	-3	-2	-3	26	-3	0.0	2	x	-3
CCOc1ccc(C(C(=O)NCC2CCCO2)N(Cc2cccc(OC)c2)C(=O)c2snc(C(N)=O)c2N)cc1 (stereo unspecified)	3	-2	8	4	5	-3.8	-5	1	-1
CCN(CC)CCCCCC(=O)Nc1ccccc1C(=O)Nc1ccccc1	6	2	-1	-1	0	-3.5	3	2	2
COc1cc(OC)cc(C(=O)Nn2cc(C(=O)N3CCN(C)CC3)c3ccccc3c2=O)c1	0	2	4	2	3	-2.4	-4	0	2
CN(C)CCCNCCCNC(=O)/C(=N\O)c1ccccc1	-2	-2	2	6	0	1.4	0	2	0
CC1(C)Cc2nc3oc4c(SCC(N)=O)ncnc4c3cc2CO1	0	9	6	1	8	-5.4	5	x	8
O=C1CCCN1c1nccs1	1	2	-4	-2	0	-0.3	6	2	-6
Cc1cc(C(=O)NCc2cccs2)n(-c2ccccc2)n1	5	3	2	3	0	-0.6	-2	4	2
Cc1c(Cl)cccc1N(CC(=O)O)S(C)(=O)=O	-1	5	0	0	3	2.1	-1	3	5
Cn1nnc2cc(C(=O)NCCC3=CCCCC3)ccc21	-1	2	5	14	6	-0.8	8	1	-8
CC(C)CC(=O)N(c1ccc(F)cc1)C1C=CS(=O)(=O)C1 (stereo unspecified)	-1	2	7	0	6	-0.1	-1	9	1

An excerpt from above in order of their number in GLD-1 RNA inh, largest number first:
Structure | GLD-1 RNA inh
Cc1ccc(S(=O)(=O)N2CCC(C(=O)OCC(=O)N3CC(=O)Nc4ccccc43)CC2)cc1 | 7
O=C1CCCN1c1nccs1 | 6
COc1cc(OC)cc(C(=O)Nn2cc(C(=O)N3CCN(C)CC3)c3ccccc3c2=O)c1 | -4

(next part)
SMILES	Fam108B inh	pPAFAH inh	MCL1-BIM inh	AHR act	BCLXL inh	MEX-5 binding	GLD-1 RNA inh	PAFAH1B2 inh	PME-1 inh
CCc1cccc2c(C#N)cn(CC(=O)NCCOC)c12	-4	2	1	4	4	2.2	-2	1	5
O=C(CN1C(=O)C2CC=CCC2C1=O)OCC(=O)c1ccc(Cl)c([N+](=O)[O-])c1 (stereo unspecified)	3	23	5	16	3	-3.9	-3	-1	0
CN1CCN(c2nc(-c3ccccc3)ncc2S(=O)(=O)c2ccccc2)CC1	1	3	6	2	1	-1.1	-1	4	-2
Cc1ccc(CSCC(=O)N2CCN(Cc3ccc4c(c3)OCO4)CC2)cc1	0	2	0	19	4	-2.6	-2	12	0
CCOc1ccc(CNC(=O)C2CCCN(S(=O)(=O)N3CC(C)CC(C)C3)C2)cc1OC (stereo unspecified)	10	3	3	3	2	2.0	3	6	1
CCC(=O)Nc1ccccc1Sc1ncnc2scc(-c3ccccc3)c12	-1	9	4	3	3	0.9	1	4	7
CC(=O)NC1=NN(C(C)=O)C(c2cccs2)S1 (stereo unspecified)	-2	-4	1	0	3	0.0	0	-3	2
CC(C)(C)c1nc2c(Br)cc(Br)cc2c(=O)o1	-9	-6	-4	2	-2	2.5	-4	-2	6
CCOc1ccc(N=Nc2c(=O)[nH]n3c(=O)cc(C)[nH]c23)cc1	-2	10	8	6	12	-51*	-13	2	5
CCCN(CCC)CCCNC(=O)CC1Nc2ccccc2NC1=O (stereo unspecified)	4	4	1	7	5	2.1	-47	-1	5
CCCNC(=O)c1c[nH]c2ccc(S(=O)(=O)N(C)c3ccc(OCC)cc3)cc2c1=O	-2	-9	-15	54*	-12	2.2	-7	x	-6
CCC(C)NC(=O)c1nc2c(nnn2Cc2ccccc2Cl)c(=O)[nH]1 (stereo unspecified)	-5	-3	2	0	3	-2.7	-2	4	-2
O=c1[nH]c(=S)[nH]c2sc3c(c12)CCCCCC3	6	1	36	2	17	0.3	5	24	0
CCOC(=O)C1CCC(CN(Cc2ccccc2C)S(=O)(=O)c2ccc([N+](=O)[O-])cc2)CC1 (stereo unspecified)	-2	5	2	-2	-1	1.6	5	0	-5
COc1ccccc1N/C(N)=N/c1nc(CSc2ccc(C)cc2)cc(=O)[nH]1	-16	2	13	7	3	5.0	-3	14	-11
COc1cc(OC)c(NS(=O)(=O)c2cc3[nH]c(=O)c(=O)[nH]c3cc2C)cc1Cl	1	6	4	-1	2	1.0	-8	4	-2
CC(C)CC(=O)Nc1nnn(C)n1	0	-7	4	0	0	0.3	1	6	-3
CCOC(=O)c1sc2nc(C)nc(Nc3ccc(OC)c(OC)c3)c2c1C	3	0	7	6	6	-2.6	0	x	-2
O=C(Cc1ccccc1)NCC(=O)N/N=C/c1cccnc1	3	6	4	3	3	0.5	-1	1	-6
COc1ccc(-c2cc(C(=O)Nc3c(C)n(C)n(-c4ccccc4)c3=O)no2)cc1OC	1	4	0	-1	-2	-1.6	3	1	-5
O=C(NCCS(=O)CCNC(=O)C(F)(F)F)C(F)(F)F	0	-2	6	0	7	1.8	5	2	-1
O=C(c1ccc(-c2ccccc2)cc1)c1ccc([N+](=O)[O-])cc1	-4	9	1	1	4	1.2	1	x	0
CC(Cc1ccccc1)Nc1ncnc2c1ncn2C1OC(CO)C(O)C1O (stereo unspecified)	-2	2	-1	-3	-1	2.2	5	0	-1
O=C1CC(c2ccc(S(=O)(=O)NCc3ccncc3)cc2)CN1 (stereo unspecified)	-3	-5	4	78*	2	4.0	1	-3	3
O=C(NCC(c1cccnc1)N1CCN(c2ccccc2F)CC1)C1CCCCC1 (stereo unspecified)	-4	1	0	4	5	2.0	-4	3	1
O=c1c2ccccc2nc2n1C(CBr)CS2 (stereo unspecified)	2	-2	-2	1	0	-1.1	6	1	5
O=C(Cc1ccccc1)N1CCN(S(=O)(=O)c2cccc([N+](=O)[O-])c2)CC1	-8	-8	4	1	1	-0.6	0	13	-8
Cc1ccc(S(=O)(=O)NC2=NCN(CCc3ccccc3)CN2)cc1	1	-2	-2	3	0	0.6	4	6	7
COc1cc(/C=N/NC(=O)c2cc(C3CC3)[nH]n2)ccc1O	3	5	10	11	3	-3.1	8	4	11
O=[N+]([O-])c1ccc(Nc2nc(Cl)nc(NCCO)n2)cc1	-6	-1	-1	11	-1	-1.0	2	-2	5
Cc1ccc(S(=O)(=O)Nc2ccccc2C(=O)OC(C)C(=O)Nc2ccc3ccccc3c2)cc1[N+](=O)[O-] (stereo unspecified)	-11	13	-5	11	-2	1.0	2	-6	-13
O=C(CN1C(=O)C2C3CC(C(Br)C3Br)C2C1=O)OCC(=O)c1cccc([N+](=O)[O-])c1 (stereo unspecified)	1	-4	0	-1	5	0.9	-10	14	-3
Cc1cccc2c(=O)cc(C)n(CC(=O)N3CCCCC3)c12	4	4	2	12	3	-1.6	-6	0	3
CCCC(=O)Nc1nnc(CC(=O)N2CCCC2)s1	0	-6	-6	0	2	-0.4	3	3	-4
Cc1cc(NC(=O)CN2C(=O)NC3(CCCCCC3)C2=O)no1	-7	-3	-15	3	5	-0.3	2	3	-8
Cc1c(N=Cc2cc3c(cc2[N+](=O)[O-])OCO3)cccc1[N+](=O)[O-]	7	49*	31	13	15	-18	1	9	1
O=C(CNC(=O)/C=C/c1ccccc1)N=Nc1c(O)n(Cc2ccccc2)c2ccccc12	-12	-2	6	1	4	1.9	4	x	-2
Cc1ccc(Cl)c(OCC(=O)Nc2ccc3c(c2)OCCO3)c1	3	2	-1	-3	-2	-5.3	-1	0	5
O=C(CN1C(=O)NC2(CCCC2)C1=O)NCc1cccc(Cl)c1	x	7	x	0	x	x	2	3	x
CC(C)n1c(O)c(N=NC(=O)C2COc3ccccc3O2)c2ccccc21 (stereo unspecified)	9	4	2	58*	0	2.2	-3	4	4
COc1ccccc1-n1cnc2cc(NC(C)=O)ccc21	-2	5	-1	5	-1	-2.4	-3	5	2
Cc1c(C)[n+](=O)c2c(n1[O-])CCCCC2	-3	-1	-2	0	2	-0.9	7	6	0
Cc1ccc(-n2c(C)nnc2SC(C)C(=O)N2CCCC2)cc1 (stereo unspecified)	0	2	0	-2	3	1.1	4	2	-5
COc1ccccc1CNC(=O)COC(=O)c1cc2ccccc2o1	x	9	x	0	x	x	0	5	x
CC(C)CC(NC(=O)C(NC(=O)C1CCC(=O)N1C(=O)OCc1ccccc1)C(C)C)C(=O)N1CCCC1C(N)=O (stereo unspecified)	-11	-4	-1	1	-2	-2.3	3	2	-1
C=C1SC(=Nc2ccccc2Cl)N(C(=O)c2sc3ccccc3c2Cl)C1(C)C	-5	1	17	34	10	-2.0	-1	0	-3
COc1ccc(CNC(=O)C2CCN(S(=O)(=O)c3ccc4c(c3)CC(C)N4C(C)=O)CC2)cc1 (stereo unspecified)	0	1	-7	0	0	-2.0	-9	6	4
COc1ccc(N2C(=O)c3ccccc3NC2c2ccc(OC)c(Cn3cc([N+](=O)[O-])cn3)c2)cc1 (stereo unspecified)	5	0	6	14	7	-1.3	2	0	1
CCCOC(=O)/C(C)=N\NC(=O)c1ccco1	1	-3	5	1	0	-0.2	-7	3	7
Cc1nc2scc(-c3cccs3)c2c(=O)o1	4	7	5	1	1	2.4	6	4	0
O=C(CC(C(=O)O)C1CCCO1)NCCc1ccc2c(c1)OCO2 (stereo unspecified)	2	2	5	0	3	-4.1	-3	9	-5
Cc1ccc(C)c(-n2cc(CN3CCCN(C=O)CC3)c(-c3ccccc3)n2)c1	-2	5	-1	10	4	-1.2	-3	1	-4
S=c1[nH]c(-c2ccccc2)cn1-c1ccccc1	-4	12	-5	36	0	2.4	-12	6	8
COc1ccc(C2=NCN(c3ccc(C)cc3)C(=S)N2)cc1	-2	4	12	4	5	1.8	0	3	3
O=C(O)/C=C\C(=O)Nc1ccc(Oc2ccc(Br)cc2)cc1	-1	7	4	-2	4	0.1	-2	4	2
COc1ccc(CNC(=O)NC2CCCCC2)cc1	-7	-4	3	3	-2	1.0	2	8	-3
CCOc1ccc(C(=O)NCC(=O)OC(C)C(=O)NCc2ccco2)cc1OCC (stereo unspecified)	-2	2	10	2	10	6.5	-2	1	6
